MLLE-PAM2 inh: blocks PAM2 peptide binding to the PABP1 MLLE domain; GST-MLLE / FITC-PAM2 fluorescence polarization; 360,000 tested, 0.36% active; P11940; inhibition, % at 20 µM; in the data active = inhibition above about 35%, passing the limit was not always enough;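 also: plate controls were DMSO wells with GST-MLLE for no effect and wells lacking GST-MLLE protein for full effect; some results filed as inactive read as strong as hits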
CSN deneddyl inh: CSN deneddylation inhibition | 360,000 tested, 0.38% active | inhibition, % at 12.5 µM | Purified CSN, SCF-Nedd8-OG deneddylation, fluorescence polarization | AID 651999 | Q92905;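 active = pattern-corrected inhibition above about 35%, with an unprinted fluorescence ratio check between 0.5 and 1.5, limit read from the data, passing the limit was not always enough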;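 also: 0% = enzyme with substrate and 100% = substrate without enzyme; some results filed as inactive read as strong as hits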
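assay system = purified human Csn5 enzyme expressed in HEK293T cells | amount = 0.24 nM enzyme | buffer or medium = Tris/NaCl/DTT buffer, pH 7.5 | reagent = 10 nM SCFSkp2-Nedd8OG | compound = one concentration, 12.5 µM, 0.25% DMSO | times = 90 min reaction at room temperature | signal = FP | read-out basis = % inhibition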
Rin1-Abl PPI inh: blocks binding of human Rin1 to Abl. TR-FRET Rin1/Abl binding, biochemical. inhibition, % at 7.35 µM. 360,000 tested, 0.4% active. AID 588664; in the data active = inhibition above about 5%, passing the limit was not always enough
MsrA inh: inhibits bovine methionine sulfoxide reductase A; purified bovine MsrA, absorbance read-out; 360,000 tested, 0.75% active; inhibition, % at 15.5 µM; in the data active = inhibition above about 4.5%;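 also: 0% = vehicle wells with enzyme and 100% = reference inhibitor wells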
Neddyl block: cullin neddylation inhibition; P61081+Q13564; TR-FRET cullin neddylation, biochemical; calls only at 25 µM; 360,000 tested, 0.58% active; in the data active = inhibition above about 36%
eLon inh: inhibits E. coli Lon protease. P0A9M0. purified E. coli Lon protease, fluorescence polarization. inhibition, % at 7.94 µM. 360,000 tested, 0.42% active; in the data active = inhibition above about 13%, passing the limit was not always enough;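 also: 0% = enzyme with probe and DMSO and 100% = no enzyme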
bovine MsrA act: activators of bovine methionine sulfoxide reductase A. activation, % at 10.6 µM. purified bovine MsrA, absorbance read-out. 360,000 tested, 0.3% active; in the data active = activation above about 7.5%;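 also: 0% = vehicle and 100% = reference activator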
Tb MetRS inh: Trypanosoma brucei MetRS inhibition | 360,000 tested, 0.4% active | purified T. brucei MetRS, ATP depletion, Kinase-Glo luminescence | AID 624268 | inhibition, % at 11.9 µM;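 active = inhibition above a per-plate cutoff of the control wells' mean inhibition plus 3 SD, cut at about 5.5% in these data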;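 also: 0% = DMSO wells median and 100% = median of wells with control inhibitor compound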
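Material: parasite MetRS enzyme / Replication: singlicate, one well per compound / Signal: luminescence of leftover ATP / Schedule: 2 h aminoacylation at 25 °C after 15 min preincubation / Medium: HEPES-MgCl2-KCl buffer plus DTT, spermine, BSA, pyrophosphatase / Doses: 11.9 µM single point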
FAS-TE inh: FAS thioesterase (human) inhibition | P49327 | recombinant FAS-TE, OMFH fluorogenic substrate, fluorescence endpoint | inhibition, % at 15 µM | 360,000 tested, 0.67% active;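 active = compounds whose normalised, plate-corrected inhibition of enzyme fluorescence in the single-dose primary screen is 50% or more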;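 also: 0% = DMSO with enzyme and 100% = substrate without enzyme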
Starred values were filed as active, the others as inactive; i = inactive; . = not tested or not shown.

1: CCN1C(=O)CS/C1=N\S(=O)(=O)c1ccc(C)cc1
2: COc1cc(OC)c2c(-c3ccccc3)cc(=O)oc2c1C(CC(=O)N1CCOCC1)c1ccc2c(c1)OCO2 (stereo not drawn)
3: S=c1[nH]c2cnc(Cl)nc2[nH]1
4: CN1C(=O)C(O)(CC(=O)c2ccc(F)cc2)c2cc(Br)ccc21 (stereo not drawn)
5: CCOC(=O)c1c(C)oc(NC(=O)COc2ccc(Cl)cc2C)c1C#N
6: CCCCNC(=S)Nc1ccccc1Cc1ccccc1
7: COc1ccc(-c2cc(N)n(S(=O)(=O)c3c(F)c(F)c(F)c(F)c3F)n2)cc1OC
8: O=C(O)/C=C\C(=O)Nc1ccc(N2CCN(c3ccc(Cl)cc3)CC2)cc1
compound no. | 1 | 2 | 3 | 4 | 5 | 6 | 7 | 8
MLLE-PAM2 inh | -8 | -9 | 37 | -2 | -8 | -5 | -44 | 0
MsrA inh | -0.3 | 0.3 | 2.9 | 0.2 | -0.6 | -0.8 | 3.2 | 0.0
Tb MetRS inh | -0.8 | -0.3 | 0.6 | 0.2 | -0.6 | -0.2 | -1.3 | -0.2
CSN deneddyl inh | 4 | -1 | -6 | -8 | 0 | 0 | 5 | 1
FAS-TE inh | -1 | 26 | -5 | -3 | 13 | 1 | 42 | -6
bovine MsrA act | -9 | -2 | 5 | -3 | -1 | -2 | -18 | -1
Rin1-Abl PPI inh | 4 | -2 | 4 | -4 | 5 | 2 | 4 | 3
Neddyl block | i | i | i | i | i | i | i | i
eLon inh | -2 | -1 | 12 | 2 | -10 | 2 | -2 | 1

9: CCOC(=O)[C@H]1[C@H]2COc3ccc(OC)cc3[C@@H]2N2C(=O)CN(C)C(=O)[C@@]12C
10: Cc1ccc2c(COC(=O)CC3Sc4ccccc4NC3=O)cc(=O)oc2c1C (stereo not drawn)
11: CN(Cc1ccc(Cl)c(Cl)c1)C(=O)C1CC(=O)N(c2ccc3c(c2)OCCO3)C1 (stereo not drawn)
12: CCCCC[C@@H](C)N1C[C@@H](COCc2ccccc2)Oc2cc(N3CCC[C@@H]3COC)ccc2S1(=O)=O
13: CCn1c(CNC(=O)C(C)(C)C)nc2ccccc21
14: COc1ccc(C2CC(c3ccc(Br)cc3)Nc3nc(N)nn32)cc1 (stereo not drawn)
15: C=CCNc1nc(-c2cccs2)c(CC(=O)O)s1
16: Cc1c(CCOC(=O)c2cc([N+](=O)[O-])cc([N+](=O)[O-])c2)sc[n+]1CC(=O)c1ccc(Br)cc1
compound no. | 9 | 10 | 11 | 12 | 13 | 14 | 15 | 16
MLLE-PAM2 inh | -7 | -1 | 18 | . | 8 | 5 | -19 | 17
MsrA inh | 0.1 | 3.2 | 1.0 | -0.1 | 0.1 | 0.4 | 2.5 | -0.2
Tb MetRS inh | -0.2 | 0.2 | -0.4 | 0.0 | -0.6 | 0.8 | -0.4 | -0.3
CSN deneddyl inh | -8 | 2 | 1 | -5 | 2 | 0 | 3 | 3
FAS-TE inh | -12 | -2 | 17 | 22 | -5 | -11 | -11 | 44
bovine MsrA act | -2 | -4 | 0 | 0 | -1 | 0 | -4 | 6
Rin1-Abl PPI inh | 0 | -2 | -3 | . | 1 | 1 | -4 | -4
Neddyl block | i | i | i | i | i | i | i | i
eLon inh | -2 | -7 | -9 | -10 | -3 | -2 | -7 | -3

17: Cc1ccc(N2C(=O)N(CC(=O)NCc3ccccc3Cl)C(=O)C2C)cc1 (stereo not drawn)
18: CC(C)c1ccc(CC(=O)N2CCC2(C)C(=O)NS(=O)(=O)c2ccc(F)cc2F)cc1 (stereo not drawn)
19: CCN(CC)c1ncnc2c1cnn2Cc1ccc(Cl)cc1
20: COc1ccccc1CNC(=O)CCn1c(=O)sc2ccccc21
21: S=C(NCC1CCCO1)Nc1ccccc1Cl (stereo not drawn)
22: COc1ccc(NC(=O)c2cc3ccccc3o/c2=N\NS(=O)(=O)c2ccc(C)cc2)cc1
23: CCOC(=O)N1CCN(CC(=O)Nc2cc(OC)c(OC)cc2C#N)CC1
24: Cc1cc(C)c(S(=O)(=O)Nc2ccc[nH]c2=O)c(C)c1
compound no. | 17 | 18 | 19 | 20 | 21 | 22 | 23 | 24
MLLE-PAM2 inh | 12 | -10 | -2 | 0 | 28 | 3 | -1 | 2
MsrA inh | 0.5 | 0.2 | 0.5 | 0.1 | -0.8 | 0.6 | -0.2 | 1.5
Tb MetRS inh | -0.9 | -0.1 | -0.6 | -0.2 | -0.5 | 0.1 | 0.4 | -0.6
CSN deneddyl inh | 0 | -5 | 1 | 3 | -3 | -2 | -2 | 4
FAS-TE inh | 14 | -10 | 12 | -4 | -11 | -3 | -4 | -8
bovine MsrA act | -6 | -2 | -2 | 0 | -4 | 0 | -1 | -3
Rin1-Abl PPI inh | 2 | 3 | 0 | -1 | 5 | 1 | 0 | 3
Neddyl block | i | i | i | i | i | i | i | i
eLon inh | -7 | 0 | 9 | 6 | 1 | -7 | 0 | 1

25: COc1ccc(S(=O)(=O)CCC(=O)Nc2ccc(OC)cc2OC)cc1
26: CSc1ccc(/C=N/n2c(C)cc(C)cc2=O)cc1
27: Cc1ccc(C)c(S(=O)(=O)N(C)C2(C)CCS(=O)(=O)C2)c1 (stereo not drawn)
28: Cc1cccc(-c2c3c(nc4c2c(=O)n(C)c(=O)n4C)-c2ccccc2C3O)c1 (stereo not drawn)
29: CCOC(=O)C1CCCN(c2c(NCCN(C)Cc3ccccc3)c(=O)c2=O)C1 (stereo not drawn)
30: CCOC(=O)CCc1c(C)c2ccc3c(c2oc1=O)CN(CCCO)CO3
31: Cc1ccc(S(=O)(=O)N2CCCN(S(=O)(=O)c3ccc(C(F)(F)F)cc3)CC2)cc1
32: CCOC(=O)c1ccc(N2C(=O)CC(N3CCC(C(N)=O)(N4CCCCC4)CC3)C2=O)cc1 (stereo not drawn)
compound no. | 25 | 26 | 27 | 28 | 29 | 30 | 31 | 32
MLLE-PAM2 inh | -7 | 7 | -9 | -103 | 0 | -5 | -10 | 9
MsrA inh | -0.4 | -0.2 | -1.0 | -0.6 | 0.3 | 1.6 | -1.5 | -1.2
Tb MetRS inh | -0.7 | 0.5 | 0.1 | 0.2 | -0.3 | 1.8 | -0.4 | -0.5
CSN deneddyl inh | -2 | -9 | 2 | 1 | -1 | 4 | 0 | -2
FAS-TE inh | -7 | -6 | -4 | 9 | -7 | 0 | -7 | -6
bovine MsrA act | -10 | -3 | 1 | -3 | -10 | -4 | -4 | -7
Rin1-Abl PPI inh | 2 | -7 | -5 | -2 | 2 | 1 | 2 | 4
Neddyl block | i | i | i | i | i | . | i | i
eLon inh | 4 | -3 | -5 | 2 | -5 | -9 | 0 | -6

33: CCCCCCSc1nc(O)c(C2OC(=O)c3c2ccc(OC)c3OC)c(=O)n1CC (stereo not drawn)
34: CC(NC(=O)c1ccc(CS(C)(=O)=O)cc1)C1CC2CCC1C2 (stereo not drawn)
35: Oc1cccc(-c2nc3ccccc3s2)c1
36: CCn1c(C)c(C)c2cc(C(=O)NC3CCCCCC3)ccc21
37: Cc1ccc(CN2CC(C(=O)Nc3cccc(S(=O)(=O)N4CCCCC4)c3)CC2=O)cc1 (stereo not drawn)
38: CC(c1nccs1)N(C)C(=O)CCc1nnc(Cc2c[nH]c3ccccc23)o1 (stereo not drawn)
39: CN(CCOc1ccccc1)CC(=O)Nc1ccc(Cl)c(S(=O)(=O)N(C)C)c1
40: Cc1cc(C)nc(NC(=NCc2ccc3c(c2)OCO3)NC(=O)Nc2ccccc2)n1
compound no. | 33 | 34 | 35 | 36 | 37 | 38 | 39 | 40
MLLE-PAM2 inh | 5 | 2 | 0 | -19 | -13 | -3 | 4 | 0
MsrA inh | 0.4 | 1.1 | 1.5 | 1.0 | 0.3 | 1.2 | -0.6 | 1.4
Tb MetRS inh | -0.4 | 0.2 | -0.6 | -0.8 | -0.7 | 0.4 | -0.3 | -0.8
CSN deneddyl inh | 3 | 1 | -2 | -1 | -13 | 2 | -6 | 3
FAS-TE inh | -3 | -2 | 6 | 11 | -6 | -4 | 14 | 8
bovine MsrA act | -3 | -2 | -4 | -4 | -9 | -5 | -3 | -4
Rin1-Abl PPI inh | 1 | 3 | -1 | -1 | -1 | -1 | 1 | 0
Neddyl block | i | i | i | i | i | i | i | i
eLon inh | -3 | 0 | 4 | 2 | -2 | 3 | 8 | -13

Arranged by molar mass (descending): part of the list above.
31: Cc1ccc(S(=O)(=O)N2CCCN(S(=O)(=O)c3ccc(C(F)(F)F)cc3)CC2)cc1
37: Cc1ccc(CN2CC(C(=O)Nc3cccc(S(=O)(=O)N4CCCCC4)c3)CC2=O)cc1 (stereo not drawn)
33: CCCCCCSc1nc(O)c(C2OC(=O)c3c2ccc(OC)c3OC)c(=O)n1CC (stereo not drawn)
39: CN(CCOc1ccccc1)CC(=O)Nc1ccc(Cl)c(S(=O)(=O)N(C)C)c1
38: CC(c1nccs1)N(C)C(=O)CCc1nnc(Cc2c[nH]c3ccccc23)o1 (stereo not drawn)
34: CC(NC(=O)c1ccc(CS(C)(=O)=O)cc1)C1CC2CCC1C2 (stereo not drawn)
36: CCn1c(C)c(C)c2cc(C(=O)NC3CCCCCC3)ccc21
compound no. | 31 | 37 | 33 | 39 | 38 | 34 | 36
MLLE-PAM2 inh | -10 | -13 | 5 | 4 | -3 | 2 | -19
MsrA inh | -1.5 | 0.3 | 0.4 | -0.6 | 1.2 | 1.1 | 1.0
Tb MetRS inh | -0.4 | -0.7 | -0.4 | -0.3 | 0.4 | 0.2 | -0.8
CSN deneddyl inh | 0 | -13 | 3 | -6 | 2 | 1 | -1
FAS-TE inh | -7 | -6 | -3 | 14 | -4 | -2 | 11
bovine MsrA act | -4 | -9 | -3 | -3 | -5 | -2 | -4
Rin1-Abl PPI inh | 2 | -1 | 1 | 1 | -1 | 3 | -1
Neddyl block | i | i | i | i | i | i | i
eLon inh | 0 | -2 | -3 | 8 | 3 | 0 | 2

Following part.
41: Cc1c(NCc2nc3ccccc3[nH]2)c(=O)n(-c2ccccc2)n1C
42: O=C1CCCC2=C1C(c1cccs1)Nc1ccc3ncccc3c12 (stereo not drawn)
43: CCc1c(C)nc2ncnn2c1N1CCN(S(=O)(=O)c2ccc(OC)cc2)CC1
44: Cc1cc(SCC(=O)OCC(=O)NC(C)c2ccccc2)c(C)cc1Br (stereo not drawn)
45: CCn1cnc2c(NCCc3cccnc3)nc(C#N)nc21
46: CC(C)c1ccc(NC(=O)c2ccc3snnc3c2)cc1
47: Cc1ccccc1CN1CCC(n2nccc2NC(=O)CCCc2ccccc2)CC1
48: COc1ccc(/C=C(/NC(=O)c2ccc(C)cc2)C(=O)N2CCCC2)cc1OC
49: Cc1cc(NC(=O)CSc2nc3c(cc2C#N)CCC3)no1
50: Cc1ccc(-c2csc3nnc(SCc4csc(C)n4)n23)cc1
compound no. | 41 | 42 | 43 | 44 | 45 | 46 | 47 | 48 | 49 | 50
MLLE-PAM2 inh | -3 | 10 | 8 | 2 | -5 | 9 | 5 | 1 | 4 | 7
MsrA inh | 3.4 | 2.4 | 0.2 | -0.2 | -0.4 | -0.2 | -1.0 | 1.1 | -1.2 | -0.9
Tb MetRS inh | 0.7 | -0.6 | -0.6 | 0.1 | 0.4 | -1.0 | -0.3 | 1.2 | 0.0 | -0.1
CSN deneddyl inh | -1 | -1 | -7 | -11 | 2 | -1 | 1 | -2 | 0 | -4
FAS-TE inh | -7 | 6 | 2 | -11 | -11 | 6 | 3 | -3 | 4 | -5
bovine MsrA act | -5 | -3 | -14 | -3 | -2 | -7 | 0 | -3 | -2 | -3
Rin1-Abl PPI inh | -3 | 2 | 5 | -2 | 1 | 0 | 4 | 4 | -2 | -1
Neddyl block | i | i | i | i | i | i | i | i | i | i
eLon inh | -4 | -12 | -10 | -4 | -17 | -3 | -6 | -8 | -7 | -6
